ABHD5 PLIN5 PPI – ABHD5-PLIN5 interaction inhibitors, primary screen, cell lysate, split luciferase complementation, luminescence | inhibition, % at 4 µM | Split G. princeps luciferase complementation, 4 h | Perilipin-5 (Homo sapiens) + 1-acylglycerol-3-phosphate O-acyltransferase ABHD5 (Homo … | actives 0.78% (n = 360,000) | AID 602281, 2012;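 active = inhibition above the mean inhibition across every tested compound plus 3 SD, cut at about 22% in these data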;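 also: 0% = DMSO only wells and the 100% control is not disclosed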
ABCB6 inh MLPCN – ABCB6 transporter inhibitors, primary screen, K562-ABCB6 cells, flow cytometry, MLPCN library | ATP-binding cassette sub-family B member 6 (Homo sapiens), Q9NP58 | K562-ABCB6 porphyrin accumulation, 1 h; stronger effect = lower value | fluorescence ratio to DMSO, % at 10 µM | actives 0.19% (n = 360,000);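 active = fluorescence ratio to DMSO below 75%, the collection mean minus 3 SD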;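 also: signal is porphyrin accumulated inside mitochondria; 100% equals median channel fluorescence of DMSO control wells; lower ratio means ABCB6 inhibition with less porphyrin fluorescence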
Target sequence (Q9NP58 whole entry, looked up): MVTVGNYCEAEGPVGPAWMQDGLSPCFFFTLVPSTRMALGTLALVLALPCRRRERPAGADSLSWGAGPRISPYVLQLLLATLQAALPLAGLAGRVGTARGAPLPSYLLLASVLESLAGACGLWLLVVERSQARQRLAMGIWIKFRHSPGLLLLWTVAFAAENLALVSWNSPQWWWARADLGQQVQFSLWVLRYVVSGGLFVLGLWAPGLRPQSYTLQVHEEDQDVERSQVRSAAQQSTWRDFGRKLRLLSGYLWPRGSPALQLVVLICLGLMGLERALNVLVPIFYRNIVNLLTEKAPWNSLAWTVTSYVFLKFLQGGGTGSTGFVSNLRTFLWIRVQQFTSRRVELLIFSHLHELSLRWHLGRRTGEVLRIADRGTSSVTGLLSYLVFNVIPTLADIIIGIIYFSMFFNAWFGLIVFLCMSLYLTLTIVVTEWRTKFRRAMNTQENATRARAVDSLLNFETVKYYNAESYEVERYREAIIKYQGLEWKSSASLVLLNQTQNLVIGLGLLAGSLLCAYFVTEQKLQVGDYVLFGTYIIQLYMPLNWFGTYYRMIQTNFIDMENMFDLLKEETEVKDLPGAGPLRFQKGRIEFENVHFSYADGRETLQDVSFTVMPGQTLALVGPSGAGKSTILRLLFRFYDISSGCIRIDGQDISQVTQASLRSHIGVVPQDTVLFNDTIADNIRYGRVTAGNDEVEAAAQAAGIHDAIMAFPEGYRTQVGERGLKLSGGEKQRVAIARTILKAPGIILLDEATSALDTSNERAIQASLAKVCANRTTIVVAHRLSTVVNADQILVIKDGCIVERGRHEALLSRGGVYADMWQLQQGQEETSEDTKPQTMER
m5-HT2A agonist – mouse Htr2a agonists via beta-arrestin recruitment, primary screen, cell-based, luminescence; CHO-K1 mHTR2A beta-arrestin complementation; percent of 30 µM serotonin response; activation, % at 7.6 µM; actives 0.66% (n = 360,000); AID 624169, 2012;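 active = activation above a run cutoff, the mean activation of all tested compounds plus 3 SD, cut at about 14% in these data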;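 also: 0% = plate median of compound wells and 100% = 30 µM serotonin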
H9c2 protect – cardioprotection against H2O2-induced cell death, primary screen, uHTS, H9c2 cells, ATPLite luminescence | H9c2 cardiomyocytes, H2O2 injury protection, 2 h | protection from H2O2 cell death, % at 20 µM | actives 0.63% (n = 360,000);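 active = compounds giving at least 50% protection of heart cells from peroxide-induced death in the single-dose screen, raw or plate-pattern-corrected value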;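 also: 0% = DMSO wells with peroxide and 100% = DMSO wells without peroxide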
MC4R ag barr – MC4R agonists recruiting beta-arrestin, primary screen, cell-based, luminescence, agonist arm of biased-ligand search. Melanocortin receptor 4 (Homo sapiens), P32245. U2OS MC4R beta-arrestin complementation; percent of melanotan II response, DMSO zero. activation, % at 8.9 µM. actives 0.98% (n = 360,000). AID 540308, 2011;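 active = activation above a per-plate cutoff, the mean activation of sample wells on that plate plus 3 SD, cut at about 8% in these data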
Granule exo inh – LAMP-1 surface exposure blockers, TALL-104 cells – cell-based, flow cytometry, MLPCN library, primary screen. AID 651702, 2012. TALL-104 LAMP-1 surface exposure; cells stimulated with thapsigargin and PMA. inhibition, % at 10 µM. actives 0.66% (n = 360,000);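 active = inhibition above about 55%, limit read from the data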
MC4R antagonist – MC4R antagonists of cAMP signaling, primary screen, cell-based, TR-FRET, antagonist arm of biased-ligand search; inhibition, % at 6.5 µM; MC4R-expressing cells, MTII-stimulated cAMP, LANCE TR-FRET; AID 540295, 2011; actives 0.48% (n = 360,000);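 active = inhibition above its plate's cutoff, the mean of tested wells on that plate plus 3 SD, cut at about 29% in these data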;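 also: 0% = Melanotan II alone and 100% = Melanotan II plus saturating MCL0020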
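System – human MC4R-expressing U2OS cells · Also added – Melanotan II · Dosing – one concentration, 6.5 µM nominal · Timing – 30-min compound, 1-h challenge, 1-h detection, room temperature · Measured by – Eu-cAMP/anti-cAMP TR-FRET, emission 671 nm · Replicates – singlicate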
aDG glyco up – activators of alpha-DG glycosylation, primary screen, uHTS, Pro5-aDG cells, AlphaScreen. AID 624168, 2012. activation, % at 10 µM. actives 0.22% (n = 360,000). alpha-DG glycosylation AlphaScreen (IIH6); 0% Pro5, 100% B10-LARGE cell signal;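 active = activation of at least 8% versus controls, or a plate z-score of at least 8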;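 also: Pro5 are CHO cells carrying HIG-tagged alpha-DG that lacks glycosylation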
iPSC survival up – enhancers of single-cell hiPSC survival, primary screen, ATPlite luminescence; 100% = ROCK inhibitor wells, 0% = DMSO; survival enhancement, % at 20 µM; actives 0.044% (n = 360,000); AID 602274, 2012; in the data active = survival enhancement above about 18%;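 also: cells exposed to compounds for 16 hours before the ATP read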
Glyco luc inh – increase of ERlucT glycosylation luciferase signal, primary screen, N-linked glycosylation inhibitor project, D54 ERlucT cells, luminescence, set 2 | actives 0.23% (n = 360,000) | D54 ERlucT glycosylation luciferase reporter, 24 h; percent of 100 nM tunicamycin response | reporter increase, % at 12.5 µM;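 active = mean luciferase reporter signal, scaled so untreated is 0 and the glycosylation-blocking control 100, at or above a set limit in every replicate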;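 also: luciferase carries N-glycosylation sites so blocking glycosylation raises the light; 0% = median of neutral control wells and 100% = median of 100 nM tunicamycin wells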
Starred values were filed as active, the others as inactive; . = no result given.

SMILES	ABHD5 PLIN5 PPI	ABCB6 inh MLPCN	m5-HT2A agonist	H9c2 protect	MC4R ag barr	Granule exo inh	MC4R antagonist	aDG glyco up	iPSC survival up	Glyco luc inh
CC/S(CC1CC1(Cl)Cl)=N\S(=O)(=O)c1ccc(C)cc1 (stereo not drawn)	-5	99	3	6	-0.2	0	-1	-0.3	-1.7	0
CCOc1cc(C(C(=O)NCC2CCCO2)N(C(=O)Cn2nnc3ccccc32)c2ccccc2C)ccc1O (stereo not drawn)	3	95	7	4	-0.3	-4	5	-0.1	-0.3	0
CCCN1CCN(CC(=O)Nc2cc(OCC)ccc2OCC)CC1	-8	98	-6	-3	-2.3	10	4	0.1	-0.5	-1
OC(c1ccccc1)(c1ccccc1)C1CCN(CCCOc2ccccc2)CC1	4	100	-7	.	.	9	.	0.5	-0.8	.
CSCC[C@H](NC(=O)OC(C)(C)C)c1nnc(SCc2ccccc2)o1	-6	104	2	-15	2.5	-1	3	-0.1	5.3	-4
Cc1cccc(CSCc2ccc(C(=O)NC3CCCC3)o2)c1	-1	97	-4	8	-0.5	0	10	-0.1	0.1	2
COc1ccccc1C(=O)COC(=O)CNS(=O)(=O)c1ccc(C)c(C)c1	2	101	-1	-12	-0.5	3	28	-0.2	-0.4	-1
CN(C)/C=N/NC(=O)c1ccccc1	4	105	0	-5	-0.9	0	5	0.2	0.1	3
CCOc1cc(/C=C2/NC(=O)NC2=O)cc(Br)c1OCc1ccc(C(=O)O)cc1	0	105	5	1	-0.2	4	15	-0.3	0.8	1
O=C(c1ncn(Cc2ccccc2)c1C(=O)N1CCN(c2ccccc2)CC1)N1CCN(c2ccccc2)CC1	12	99	-2	5	0.3	-8	-4	0.2	-1.7	50*
OCCCCNCc1ccc(OCc2ccc(Cl)cc2)cc1	1	96	-4	15	-1.2	-3	0	0.7	-3.7	-4
C=CCC1(Cl)C(=O)C(Cl)=C(N2CCOCC2)C1(OC)OC (stereo not drawn)	2	99	-2	0	-2.6	-3	-4	0.0	-0.1	0

Additional entries:
SMILES	ABHD5 PLIN5 PPI	ABCB6 inh MLPCN	m5-HT2A agonist	H9c2 protect	MC4R ag barr	Granule exo inh	MC4R antagonist	aDG glyco up	iPSC survival up	Glyco luc inh
CCNC(=O)N(C)c1c(CC)nc2ccc(C(=O)N3CCN(C(=O)c4ccco4)CC3)cn12	-5	103	6	3	0.2	-4	6	0.2	0.3	1
Cc1ccc(NC(=O)COC(=O)C2CCC2)cc1S(=O)(=O)N1CCOCC1	0	98	-2	0	0.8	1	15	-0.1	3.2	1
CN(C)/N=C1\CCS(=O)(=O)c2sccc21	-1	99	0	-4	-1.0	-1	-4	-0.2	1.7	2
CN(CCc1cnn(C)c1)Cc1nc(CC2CC2)no1	-2	97	-2	-2	0.2	1	8	-0.1	0.0	1
CC(On1c(-c2ccccc2)nc2ccc(Cl)cc21)C(=O)O (stereo not drawn)	16	96	-1	0	1.0	-3	5	-0.3	2.9	1
O=C(Cc1n[nH]c(=O)c2ccccc12)NCc1ccccc1	6	92	2	42	-1.0	1	11	-0.2	0.2	1
Cc1ccsc1-c1ccnc(-n2cccc2)n1	-2	87	2	-5	-0.1	0	3	0.0	-0.2	1
COc1cccc(CNC(=O)[C@H](CCSC)NC(=O)N2CCn3c2nc2ccccc23)c1	-6	97	1	7	-1.7	-4	8	0.0	-0.5	2
C#CCOCCOCCOCCNc1nc(N2CCN(C(=O)[C@H](CCCCN)n3cc(CN)nn3)CC2)nc(N2CCN(C(=O)[C@H](CC(N)=O)n3cc(C(N)[C@H](C)CC)nn3)CC2)n1 (stereo partly drawn)	-4	93	2	2	-0.3	2	-3	-0.2	0.0	1
CCOc1cccc2cc(C(C)=O)oc12	1	127	-1	5	-1.0	0	2	0.4	1.9	3
Cc1cccc(-c2nc3ccccc3c3nncn23)c1	5	95	-6	-3	-0.7	-3	7	0.1	2.0	1
CCOc1cc(/C=N\NC(=O)c2ccc(NC(=O)CC)cc2)ccc1OC(=O)c1ccccc1	-6	88	-3	16	2.8	-2	-4	-0.4	3.3	.

Sorted by the number under m5-HT2A agonist (ascending): three of the compounds above
SMILES	m5-HT2A agonist
CCOc1cc(/C=N\NC(=O)c2ccc(NC(=O)CC)cc2)ccc1OC(=O)c1ccccc1	-3
O=C(Cc1n[nH]c(=O)c2ccccc12)NCc1ccccc1	2
CCNC(=O)N(C)c1c(CC)nc2ccc(C(=O)N3CCN(C(=O)c4ccco4)CC3)cn12	6

Continuation.
SMILES	ABHD5 PLIN5 PPI	ABCB6 inh MLPCN	m5-HT2A agonist	H9c2 protect	MC4R ag barr	Granule exo inh	MC4R antagonist	aDG glyco up	iPSC survival up	Glyco luc inh
O=C(Nc1ccc(Cl)c(S(=O)(=O)N2CCCC2)c1)c1nn(CCO)c(=O)c2ccccc12	-4	97	5	-4	-4.2	4	-3	0.1	-0.5	0
COc1ccc(-n2c(C)nc3cc(C(=O)N4CCOCC4)ccc32)cc1	3	91	1	3	0.4	1	3	0.0	6.5	1
COc1ccc(CC(=O)O/N=C(\N)c2ccccc2)cc1OC	0	98	-5	-5	1.0	-7	-2	0.0	-0.7	-1
COc1ccc2c(c1)C(C)CC(C)(C)N2C(=O)Nc1ccccc1 (stereo not drawn)	3	97	2	-8	-1.2	21	0	-0.1	-0.3	4
C#CCOCCOCCOCCNc1nc(N2CCN(C(=O)Cn3cc(CCCN=C(N)N)nn3)CC2)nc(N2CCN(C(=O)[C@H](CCCCN)n3cc(CCCC)nn3)CC2)n1	10	108	4	1	-0.7	0	2	-0.1	4.4	2
CCc1nc2ccccc2n1CC(O)COCC1CC=CCC1 (stereo not drawn)	2	97	-1	-5	-1.4	0	0	1.4	-0.1	0
CCCC(=O)N(C)c1nnc(-c2ccc(OC)cc2)s1	-5	95	-1	-5	-0.9	-4	0	-0.1	-3.1	0
Cc1ccc(S(=O)(=O)N(C)c2ccccc2C(=O)Nc2ccc3c(c2)OCCO3)cc1	0	89	3	-3	-1.4	-3	5	-0.1	-0.5	-3
C=CCNC(=O)/C(=C/c1ccccc1OCC)NC(=O)c1ccccc1	1	99	0	-2	-1.0	1	3	-0.3	0.9	-2
CN(C)c1cc[n+](CC(=O)N2c3ccccc3Sc3ccccc32)cc1	3	102	-3	-8	-1.0	-4	8	-0.1	-0.5	-5
COc1c(O)ccc(/C=N/NC(=O)c2ccc3c(c2)OCCO3)c1[N+](=O)[O-]	1	96	-1	-3	0.6	-3	-15	0.0	-0.7	1
CC1CCN(C(=O)Oc2ccccc2)CC1	2	101	-2	-2	-0.7	1	-4	-0.4	-1.7	0

(list continues)
SMILES	ABHD5 PLIN5 PPI	ABCB6 inh MLPCN	m5-HT2A agonist	H9c2 protect	MC4R ag barr	Granule exo inh	MC4R antagonist	aDG glyco up	iPSC survival up	Glyco luc inh
COCCCn1c(=S)[nH]c2ccc(N3CCOCC3)cc2c1=O	3	104	-2	5	-3.7	5	5	-0.4	0.1	1
O=C(COC(=O)CCSc1ccc(Cl)cc1)NCc1ccccc1Cl	1	100	3	-2	3.5	-2	3	-0.3	5.1	1
Cc1cccc(OCCC(=O)OC(C)C(=O)Nc2ccc(Cl)cn2)c1 (stereo not drawn)	9	98	-7	-1	-2.1	-4	12	0.1	-0.4	0
O=c1c2cc(NC(=S)N3CCCCCC3)ccc2nc2n1CCCCC2	7	100	-1	-3	-2.0	-3	1	0.3	-0.6	4
CCOC(=O)c1sc(NC(=O)Nc2ccc(Cl)cc2)nc1C	-6	88	-1	-14	2.0	2	-5	0.7	1.0	-5
COc1ccc(N2CCN(C(=O)COC(=O)c3ccc(C)o3)CC2)cc1	1	99	3	0	-2.0	-20	7	-0.2	0.1	-1
CCN(CC)c1ccc(CN2CCCCCC2)cc1	-1	91	-2	-6	-0.6	-4	-8	0.2	1.3	0
CC(=O)Nc1cccc(NC(=O)CSc2nccn2Cc2ccccc2)c1	0	96	-2	-10	-0.7	1	8	0.9	2.9	-2
COC(=O)C(C)n1cnc2c(nnn2-c2cccc(Cl)c2)c1=O (stereo not drawn)	16	94	4	-3	3.4	0	1	-0.1	-1.1	1
CC(=O)c1sc(NC(=O)c2ccccc2F)nc1C	0	99	-1	-19	0.3	-1	16	0.0	1.8	-6
C=CCn1c(SCC(=O)c2ccc(CNC(C)=O)o2)nc2scc(C3CC3)c2c1=O	0	91	1	4	-1.6	1	3	0.0	1.6	0
CCN(CC(=O)NCc1ccccn1)S(=O)(=O)c1cc(Cl)ccc1Cl	-1	97	-3	-1	-3.4	-21	-9	0.3	-0.4	-1
CC1(C(=O)NS(=O)(=O)c2ccccc2OC(F)(F)F)CCN1C(=O)c1ccccc1 (stereo not drawn)	10	93	3	1	-0.6	0	1	-0.2	4.1	-1
COc1cccc(N2CC(O)=C(c3ccccc3)C2=N)c1	4	100	12	-2	2.4	-2	16	0.1	10	1
COCC(=O)N1CCC(Oc2ccc(C(=O)NC(C)c3csc(C)n3)cc2)CC1 (stereo not drawn)	5	97	1	6	-2.3	0	14	-0.1	0.5	0
